# FECH inh: inhibitors of human ferrochelatase, primary screen, biochemical, purified FECH, Ni-mesoporphyrin absorbance; AID 1671448, 2021; Ni-mesoporphyrin absorbance 550 nm; 20,000 tested, 3.3% active; calls only at 10 µM (by protocol);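 active = enzyme reaction rate more than 3 SD below the solvent-only control wells on the same plate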;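 note: lower slope than DMSO wells means FECH inhibition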
# Target sequence (P22830 whole entry, looked up): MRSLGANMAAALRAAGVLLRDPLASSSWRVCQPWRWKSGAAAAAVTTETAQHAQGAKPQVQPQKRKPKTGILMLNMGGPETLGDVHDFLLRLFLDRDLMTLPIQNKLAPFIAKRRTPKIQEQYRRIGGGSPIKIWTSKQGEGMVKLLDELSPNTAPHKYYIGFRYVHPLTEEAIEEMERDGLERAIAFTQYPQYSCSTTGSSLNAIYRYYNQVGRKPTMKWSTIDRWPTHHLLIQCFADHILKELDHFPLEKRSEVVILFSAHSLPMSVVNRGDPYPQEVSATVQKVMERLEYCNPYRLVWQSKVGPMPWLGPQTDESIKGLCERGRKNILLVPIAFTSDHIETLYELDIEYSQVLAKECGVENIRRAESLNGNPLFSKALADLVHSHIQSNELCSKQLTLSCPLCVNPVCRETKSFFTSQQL
# Calls only; i = inactive; + = active, no number.
# The opening 2 records, ahead of the listing:
SMILES,FECH inh
Cc1ccc(C)c(S(=O)(=O)N2CCN(c3nc(C)cc(N4CCCCC4)n3)CC2)c1,i
COc1cc(OC)c(NC(=O)CN2CCCN(Cc3ccccc3)S2(=O)=O)cc1Cl,+

# Results, previewed entries included:
SMILES,FECH inh
Cc1ccc(C)c(S(=O)(=O)N2CCN(c3nc(C)cc(N4CCCCC4)n3)CC2)c1,i
COc1cc(OC)c(NC(=O)CN2CCCN(Cc3ccccc3)S2(=O)=O)cc1Cl,+
Cc1nc2nc(-c3ccccc3)nn2c(Sc2ccccc2NC(=O)c2ccccc2Cl)c1C,i
CCCc1c(C)nc2ncnn2c1Sc1ccc(NC(=O)c2cccc(C)c2)cc1,i
Cc1oc(-c2cccc(F)c2F)nc1COc1cccc2ccc(C(N)=O)nc12,i
Cc1ccccc1CN1CCC(CNC(=O)C2CCCN(c3ncnc4c3nc3n4CCCCC3)C2)CC1 (stereo not given),i
CCc1nc(OCC(=O)NCc2ccc(Cl)cc2)c2c(-c3ccc(F)cc3)noc2n1,i
CCC(=O)Nc1cccc(C(=O)NCc2sc(C)nc2CC)c1,+
O=C(c1cnccn1)N(Cc1ccccn1)CC1CCCO1 (stereo not given),i
COc1ccccc1NC(=O)CN1CCCN(Cc2cccc(F)c2)S1(=O)=O,i
CNC(=O)C1CCC(Cn2c(=O)c3sccc3n(CC(N)=O)c2=O)CC1 (stereo not given),i
CNc1nc(Nc2ccccc2C)c2cnn(-c3ccccc3)c2n1,i
COc1ccc(N2CCCS2(=O)=O)cc1NC(=O)Cc1ccc(F)cc1,i
CNc1ccnc(N2CCN(CCc3ccccc3)CC2)n1,i
CCc1c(C)nc(SCc2nc(-c3ccccc3C)oc2C)[nH]c1=O,i
CCOC(=O)N1CCN(c2cc(C(C)C)nc(C)n2)CC1,i
Cc1cc2c(SCC(=O)N3CCc4c(nc[nH]c4=O)C3)ncnc2s1,i
Cc1ccn2c(C(=O)NCCn3c(C)cc(C)nc3=O)c(C)nc2c1,i
Cc1cccnc1NCCNC(=O)CC1C(=O)NCCN1C1CCCC1 (stereo not given),i
CC(=O)Nc1ccnn1CC1=CCN(Cc2c(C)noc2C)CC1,i
Cc1[nH]cnc1-c1nccn1CCC1=CCCCC1,i
O=C(O)C1(C/C=C/c2ccccc2)CCCN(c2ncccc2F)C1 (stereo not given),i
CCC(C(=O)N(Cc1nc2nc(C)c(Cl)c(C)n2n1)c1ccccc1)c1ccccc1 (stereo not given),i
Cc1ccc(-n2c(CN3CCN(S(=O)(=O)c4c(C)cc(C)cc4C)CC3)nc3cccnc32)cc1,i

# Reformatted tab-delimited: entries from further up
mol	FECH inh
CCC(=O)Nc1cccc(C(=O)NCc2sc(C)nc2CC)c1	+
O=C(c1cnccn1)N(Cc1ccccn1)CC1CCCO1 (stereo not given)	i
COc1ccccc1NC(=O)CN1CCCN(Cc2cccc(F)c2)S1(=O)=O	i
CNC(=O)C1CCC(Cn2c(=O)c3sccc3n(CC(N)=O)c2=O)CC1 (stereo not given)	i
CNc1nc(Nc2ccccc2C)c2cnn(-c3ccccc3)c2n1	i
COc1ccc(N2CCCS2(=O)=O)cc1NC(=O)Cc1ccc(F)cc1	i
CNc1ccnc(N2CCN(CCc3ccccc3)CC2)n1	i
CCc1c(C)nc(SCc2nc(-c3ccccc3C)oc2C)[nH]c1=O	i
CCOC(=O)N1CCN(c2cc(C(C)C)nc(C)n2)CC1	i
Cc1cc2c(SCC(=O)N3CCc4c(nc[nH]c4=O)C3)ncnc2s1	i
Cc1ccn2c(C(=O)NCCn3c(C)cc(C)nc3=O)c(C)nc2c1	i
Cc1cccnc1NCCNC(=O)CC1C(=O)NCCN1C1CCCC1 (stereo not given)	i
CC(=O)Nc1ccnn1CC1=CCN(Cc2c(C)noc2C)CC1	i
Cc1[nH]cnc1-c1nccn1CCC1=CCCCC1	i
O=C(O)C1(C/C=C/c2ccccc2)CCCN(c2ncccc2F)C1 (stereo not given)	i
CCC(C(=O)N(Cc1nc2nc(C)c(Cl)c(C)n2n1)c1ccccc1)c1ccccc1 (stereo not given)	i
Cc1ccc(-n2c(CN3CCN(S(=O)(=O)c4c(C)cc(C)cc4C)CC3)nc3cccnc32)cc1	i

# (further entries)
SMILES,FECH inh
CCC1(CO)CCCN(C(=O)c2csc3nc(-c4cccc(OC)c4)cn23)C1 (stereo not given),i
CCCc1cc(C(=O)N2CCC3(CCC(=O)N(C)CC3)CC2)ccn1,i
CCOc1ccc(NC(=O)NCCc2nc3cccnc3n2C2CCCCC2)cc1,i
CCN(CCc1nc2ccc(F)cc2[nH]1)C(=O)c1c(C)noc1C,i
Cc1ccc(N(C)S(=O)(=O)c2ccc3c(c2)NC(=O)CC(=O)N3)cc1,i
COc1ccc(Cl)cc1NCc1nc2nc3c(c(=O)n2[nH]1)CCC3,i
O=C(c1nc2ccccn2c1-c1nc2ccc(F)cc2[nH]1)N1CCOCC1,i
CCc1cc(Sc2ccc(NC(=O)Cc3cccc(F)c3)cc2)n2ncnc2n1,i
Cc1cc(C)n(CCN(C)C(=O)c2cn(CC3CCCO3)nn2)n1 (stereo not given),i
Cc1ccccc1S(=O)(=O)N1CCN(c2cc(-c3cccc(F)c3)ncn2)CC1,i
CCc1nc(CN2CCC(c3ccnc(-c4cccc(O)c4)c3)C2)c(C)[nH]1 (stereo not given),i
O=C(NC1CC1)c1cc2n(n1)CCN(C(=O)c1cc3sccc3[nH]1)C2,i
O=C(c1c(F)cccc1F)N1CCN(S(=O)(=O)c2cc3c4c(c2)CCN4C(=O)CC3)CC1,i
Cc1cccc(NC(=O)CN2CCN(Cc3ccc(F)cc3Cl)S2(=O)=O)c1,+
CCOc1ccccc1CNC(=O)COc1nc(CC)nc2onc(-c3ccc(F)cc3)c12,i
CCc1ccc(N2C(=O)N(Cc3cc(F)cc(F)c3)c3ccccc3S2(=O)=O)cc1,+
NC(=O)c1cnc2n1CCN(C(=O)CCN1CCCCO1)C2,i
Cc1ccc(N2C(=O)N(Cc3ccc(C(C)(C)C)cc3)c3ccccc3S2(=O)=O)c(C)c1,i
Cc1ccc2c(CC(=O)NCc3csc(C)n3)cc(=O)oc2c1,i
CC(C(=O)NCc1ccccc1-n1cccn1)n1cnc2ccccc21 (stereo not given),i
O=C(NCc1ccccc1)c1nc[nH]c1C(=O)N1CCCCCC1,i
Cc1cc2ccccc2n1CCC(=O)N(Cc1ccccn1)CC1CCCO1 (stereo not given),i
Cc1ccc(-n2ncc3c(-n4nc(C)cc4NC(=O)COc4ccc(F)cc4)ncnc32)c(C)c1,i
COc1ccc(Cn2c(CNC(=O)Cc3ccc(OC)c(OC)c3)nc3cccnc32)cc1,i
CCOc1ccc(NS(=O)(=O)c2ccc3c(c2)CCN3C(=O)CCC(=O)N2CCCCCC2)cc1,i
c1ccc(COCCN2CCC3(CCOCC3)CC2)cc1,i
Oc1cccc2ccc(CN3CCCC(OCc4cccnc4)C3)nc12 (stereo not given),i
Cc1ccc(CS(=O)(=O)NCc2cnn3ccccc23)cc1,i
c1cn(CCCNc2ccc3cc[nH]c3n2)cn1,i
Cc1cc(Sc2ccc(NC(=O)Nc3ccc(Cl)cc3)cc2)n2ncnc2n1,i
NC(=O)c1cccc(CC2CCN(C(=O)C3CCC(O)CC3)C2)c1 (stereo not given),i
O=C1CNC(=O)N1Cc1nc(CCc2ccccc2)nn1-c1ccccn1,i
Cc1cc(-c2nnc(SCC(=O)O)n2C(C)c2ccccc2)on1 (stereo not given),i
COc1ccccc1NC(=O)Nc1nc(CC(=O)Nc2cccc(C)c2)cs1,i
Cc1nc2sccn2c1C(=O)NCC1(c2ccc(F)cc2)CCOC1 (stereo not given),i
CCCOC1CCCN(S(=O)(=O)NCc2ccccc2)C1 (stereo not given),i
C=CCNc1ccccc1C(=O)NCCN1CCNC1=O,i
COc1ccc(Cn2c(CN3CCc4ccccc4C3)n[nH]c2=O)cc1,i
Cc1nc(CN2CCN(C(=O)c3cnn(Cc4ccccc4)c3)CC2)no1,+
COc1ccc(OC)c(NC(=O)CCc2nc(-c3cc4ccc(C)cc4[nH]c3=O)no2)c1,i
CN(CCNC(=O)CC1CCN(S(=O)(=O)c2ccccc2)CC1)C1CCCCC1,i
O[C@H]1C[C@@H]2CN(Cc3cccc4c3oc3ccccc34)C[C@@H]2C[C@@H]1O,i
CCCCC(=O)Nc1ccc(Nc2nc(C)cc(N(C)C)n2)cc1,i
C=Cn1cc(CN2CCC(CNC(=O)NC(C)(C)C)CC2)cn1,i
Cc1ccccc1-c1nc2nc(CNC(C)C)cc(=O)n2[nH]1,i
O=C(CN1c2ccc(F)cc2-c2ccccc2S1(=O)=O)NC(c1ccccc1)c1ccccc1,i
CCn1cnc(S(=O)(=O)N2CCC(C(=O)Nc3ccc(S(N)(=O)=O)cc3)CC2)c1,i
COc1ccc(N2C(=O)CCS2(=O)=O)cc1S(=O)(=O)N(C)C1CCS(=O)(=O)C1 (stereo not given),i
Cc1cnccc1N1CCCN(C(=O)CCc2n[nH]c3c2CCCC3)CC1,i
CC(C)CCNC(=O)c1nc[nH]c1C(=O)NCC(C)(C)C,i
CC(C)C(NC(=O)c1ccco1)C(=O)N1CCC(c2nc(-c3ccc(F)cc3)no2)CC1 (stereo not given),i
C=CCc1ccccc1OCCN(C)C(=O)c1ccc2[nH]c(=O)c(=O)[nH]c2c1,i
CCc1nc(OCC(=O)NCc2ccccc2)c2c(C)c(C)oc2n1,i
CC1CCN(C(=O)C2CCC(Cn3c(=O)c4sccc4n(CC(=O)NC(C)C)c3=O)CC2)CC1 (stereo not given),i
CCCN(CCO)C(=O)CCn1c(C)cc(C)nc1=O,i
CC(C)(C)c1ccc2oc(CNC(=O)c3cccnc3)nc2c1,i
CCC1=C(c2ccc(OC)cc2)S(=O)(=O)N(CC(=O)Nc2ccc(C)c(C)c2)C1=O,i
Cc1cnc(CNC(=O)CCNC(=O)c2ccccc2F)cn1,i
Cc1cc(F)ccc1NC(=O)C1CCN(c2ccc(-c3cccs3)nn2)CC1,i
Cc1ccc(CN(Cc2nc[nH]c2C)C2CC2)s1,i
# Other results
SMILES,FECH inh
COCCNC(=O)N1CCN(c2cc(-c3cccc(C)c3)ncn2)CC1,i
CC(c1n[nH]c(=O)n1Cc1ccccc1)N1CCCC1 (stereo not given),i
NC(=O)c1cccc(CC2CCN(C(=O)c3cnc4ccccn34)C2)c1 (stereo not given),i
COC(=O)C1Cc2nc[nH]c2CN1C(=O)c1oc2cc(OC)ccc2c1C (stereo not given),i
COc1cccc(CNC(=O)Cn2nc(C)cc2C)c1,i
CCn1c(C2CCCN(C(=O)c3cc4c(nc3OC)CCC4)C2)n[nH]c1=O (stereo not given),i
CCOc1ccc(S(=O)(=O)NCCn2c(-c3ccccc3)nc3cccnc32)cc1,i
O=C(NC1CCCC1)C1CCN(c2ncnc3c2nc2n3CCCCC2)CC1,i
c1ccc(-c2ncc(Cn3ccnc3-c3ccccn3)s2)cc1,i
COCCn1c(CNC(=O)c2ccc(OC)c(OC)c2)nc2cccnc21,i
CN(CCc1ccccc1)C1(C(=O)N2CC(O)C2)Cc2ccccc2C1,i
Cc1ccc(-c2nnc(-c3nc(NCc4ccc(N(C)C)cc4)c4ccccc4n3)o2)cc1,i
Cc1ccc(Cn2c(CNC(=O)Cc3cccc(C)c3)nc3cccnc32)cc1,i
COc1ccc(CNc2nc3nc(CNc4ccc(C)cc4)cc(=O)n3[nH]2)cc1,i
C=CCn1nc(C(=O)O)c2c1CCC(NCc1c(F)cccc1Cl)C2 (stereo not given),i
COCCNC(=O)C1(C)Cn2c(cc3ccsc32)C(=O)N1Cc1ccc(OC)cc1OC (stereo not given),i
CC(C)Cc1cc(CNC(=O)c2ccc3c(c2)CCCO3)no1,i
CCOc1ccc2[nH]c(=O)c(CN3CCCN(C(=O)C4CC4)CC3)cc2c1,i
CCOC(=O)c1c(NC(=O)c2cccs2)sc2c1CCN(C(C)C)C2,i
CC(c1ccc(-c2ccccc2CN2CCNCC2)cc1)N1CCOCC1 (stereo not given),i
COCCCNC(=O)CSCc1nc(-c2ccc(C)cc2)no1,i
COc1ccnc(N2Cc3cnn(Cc4ccc(F)cc4)c3C2)n1,i
CCCNc1nc(Nc2ccc(Cl)cc2)c2cnn(-c3ccccc3)c2n1,i
CCCC(C(=O)Nc1ccc(CC)cc1)N1Cc2ccccc2C1=O (stereo not given),i
CCc1nccn1CC(C)NC1CCN(C(=O)c2ccc(C)cc2)CC1 (stereo not given),i
O=C(CN1CCCN(Cc2ccccc2)S1(=O)=O)Nc1ccc2c(c1)OCCO2,i
Cc1cc(C)n(C(C)Cn2cnc(-c3ccccc3)c2-c2nccn2C)n1 (stereo not given),i
CN(C(=O)C1CCCN(c2ncnc3c2nc2n3CCCCC2)C1)c1cccc(Cl)c1 (stereo not given),i
Cc1cnn(Cc2ccccc2Cl)c1NC(=O)Cc1nonc1C,i
O=C(Nc1nc2n(n1)C(c1ccccc1)C=C(c1ccccc1)N2)c1ccc(F)cc1 (stereo not given),i
CCc1ccc2c(c1)-c1ccccc1S(=O)(=O)N2CC(=O)Nc1ccc(NC(C)=O)cc1,i
COc1ccc(Nc2nc(-c3nnc(-c4ccc(C)cc4)o3)nc3ccccc23)cc1Cl,i
CN1CCN(c2ncccc2CNC(=O)c2n[nH]c3c2CCC3)CC1,i
Cc1cccc(NC(=O)N2CCN(CCn3c(C(F)(F)F)nc4cccnc43)CC2)c1C,i
O=S(=O)(NCc1ccccc1)NC1CCN(CC2CCCO2)CC1 (stereo not given),i
O=C1CCS(=O)(=O)N1c1ccc(S(=O)(=O)NCC2CCCO2)cc1 (stereo not given),i
CC(C)n1c(CNS(=O)(=O)c2ccccc2)nc2cccnc21,i
CCOC(=O)c1cc2ccsc2n1CC(=O)Nc1ccc(C(C)=O)cc1,i
OCc1ccc(CN2CCCCC2CN2CCOCC2)o1 (stereo not given),i
O=C1CC(c2cc3ccc(F)cc3[nH]c2=O)c2cc3cn[nH]c3cc2N1 (stereo not given),i
Cc1nn(-c2cc(N3CCCC3)ncn2)c(C)c1CCC(=O)Nc1ccc(Cl)cc1,i
COc1cc(CN(C)Cc2ncc[nH]2)cc2c1OCO2,i
CCC(=O)N1c2ccc(S(=O)(=O)N3CCCCC3)cc2CC1C(=O)N1CCCC1 (stereo not given),i

# Screening data from PubChem BioAssay.

# A portion of the library; rates above refer to the full screens.
